High-throughput results as filed in PubChem BioAssay.
bovine MsrA act: bovine methionine sulfoxide reductase A activation. purified bovine MsrA, absorbance read-out. activation, % at 10.6 µM. 0.3% of 360,000 active; in the data active = activation above about 7.5%;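 note: 0% = vehicle and 100% = reference activator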
MLLE-PAM2 inh: inhibitors of microRNA-mediated deadenylation, human PABP1 MLLE binding; 0.36% of 360,000 active; AID 588489; GST-MLLE / FITC-PAM2 fluorescence polarization; inhibition, % at 20 µM; in the data active = inhibition above about 35%, passing the limit was not always enough;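 note: plate controls were DMSO wells with GST-MLLE for no effect and wells lacking GST-MLLE protein for full effect; some results filed as inactive read as strong as hits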
Target sequence (P11940 whole entry, looked up): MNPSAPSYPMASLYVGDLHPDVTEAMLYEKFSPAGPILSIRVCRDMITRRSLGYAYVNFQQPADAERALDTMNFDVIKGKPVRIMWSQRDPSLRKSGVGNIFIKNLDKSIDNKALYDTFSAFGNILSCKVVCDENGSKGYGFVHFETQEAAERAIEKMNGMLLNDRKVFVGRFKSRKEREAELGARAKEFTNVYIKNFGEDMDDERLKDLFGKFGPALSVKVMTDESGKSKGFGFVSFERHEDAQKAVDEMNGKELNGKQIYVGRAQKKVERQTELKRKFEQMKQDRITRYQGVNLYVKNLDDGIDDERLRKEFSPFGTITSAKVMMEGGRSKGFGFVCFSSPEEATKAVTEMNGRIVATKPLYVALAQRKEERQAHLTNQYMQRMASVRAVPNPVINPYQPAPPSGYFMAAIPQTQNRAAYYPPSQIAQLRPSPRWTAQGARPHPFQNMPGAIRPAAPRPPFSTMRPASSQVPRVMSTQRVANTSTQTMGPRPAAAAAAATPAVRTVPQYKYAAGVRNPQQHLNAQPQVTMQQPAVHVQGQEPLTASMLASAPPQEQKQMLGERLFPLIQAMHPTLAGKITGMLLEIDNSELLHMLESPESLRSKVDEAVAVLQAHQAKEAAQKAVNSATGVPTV
Neddylation inh: inhibitors of human cullin neddylation | 0.58% of 360,000 active | calls only at 25 µM | TR-FRET cullin neddylation, biochemical | P61081+Q13564; in the data active = inhibition above about 36%
CendR NRP1 mod: NRP-1/CendR interaction modulation; O14786; FAM-RPARPAR peptide binding to NRP-1, fluorescence polarization; inhibition, % at 25 µM; 0.85% of 360,000 active;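 active = inhibition or corrected inhibition above about 18%, plus a signal ratio from 0.5 to 1.5, limit read from the data, passing the limit was not always enough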; note: strong numbers were not always called active
Rin1-Abl PPI inh: blocks binding of human Rin1 to Abl; P00519+Q13671; TR-FRET Rin1/Abl binding, biochemical; inhibition, % at 7.35 µM; 0.4% of 360,000 active; in the data active = inhibition above about 5%, passing the limit was not always enough
MT1-MMP act inh: inhibitors of human MT1-MMP activation; P50281; HT1080 RFP-PRO-GFP cells, GFP/RFP ratio fluorescence, overnight; percent of plate control window, DMSO zero; GFP/RFP ratio change, % at 20 µM; 0.061% of 360,000 active; AID 651647;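 active = GFP/RFP ratio change of at least 30% with cell ATP level not reduced by more than half and red fluorescence within 50% of control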; note: strong numbers were not always called active
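Assay system: HT1080 RFP-PRO-GFP cells | Dosing: 20 µM single dose, 1% DMSO | Incubation: Cells overnight before dosing, compound overnight, 37 °C, 5% CO2 | Evaluation: GFP/RFP fluorescence ratio | Control set: DMSO-only wells and HT1080 RFP-L50D-GFP cell wells as references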
SKN-1 block: inhibitors of C. elegans SKN-1; inhibition, % at 21.8 µM; AID 624304; 0.49% of 360,000 active; C. elegans VP596 Pgst-4::GFP/RFP ratio, acrylamide-induced, 24 h;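 active = interference check ratio from 0.5 to 1.5 plus GFP to RFP signal ratio inhibition reaching or exceeding a fixed threshold, cut at about 30% in these data, passing the limit was not always enough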; note: some compounds called inactive have numbers as strong as hits
eLon inh: inhibitors of E. coli Lon protease. 0.42% of 360,000 active. AID 602123. purified E. coli Lon protease, fluorescence polarization. inhibition, % at 7.94 µM. P0A9M0; in the data active = inhibition above about 13%, passing the limit was not always enough;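 note: 0% = enzyme with probe and DMSO and 100% = no enzyme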
FAS-TE inh: FAS thioesterase (human) inhibition; P49327; recombinant FAS-TE, OMFH fluorogenic substrate, fluorescence endpoint; inhibition, % at 15 µM; 0.67% of 360,000 active; AID 602261;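 active = compounds whose normalised, plate-corrected inhibition of enzyme fluorescence in the single-dose primary screen is 50% or more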;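 note: 0% = DMSO with enzyme and 100% = substrate without enzyme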
Active calls of the source: *; i = inactive; nt = no result given; + = active, no number.

SMILES	bovine MsrA act	MLLE-PAM2 inh	Neddylation inh	CendR NRP1 mod	Rin1-Abl PPI inh	MT1-MMP act inh	SKN-1 block	eLon inh	FAS-TE inh
O=C1NC[C@H](CCCCN2C[C@H](Cc3ccc(O)cc3)N(CCc3ccc(O)cc3)C(=O)C2=O)N(Cc2ccccc2)C1=O	-9	nt	i	-3	nt	-4	-10	-3	-2
Cc1cc(C(=O)N/N=C\C(Br)=C\c2ccccc2)c(C)o1	-2	-8	i	11	-2	4	13	3	10
O=C(COC(=O)Cn1cnc2ccccc2c1=O)Nc1ccc2c(c1)OCO2	-2	-2	i	-8	1	0	3	1	-6
CC(=O)c1c(NCc2ccccc2)nc(=O)n(-c2ccccc2)c1C	0	-6	i	-4	-1	2	-3	4	-5
O=C(/C=C/c1ccccc1O)c1ccco1	-4	31	i	16	-2	5	2	-1	-3
O=C(O)c1ccc(/C=N/NC(=O)c2ccc(CN3c4cccc5cccc(c45)S3(=O)=O)cc2)cc1	-4	-8	+	-75	0	2	9	-10	18
COc1ccc(N2C(=O)CCC(C(=O)Nc3cccc(C)n3)C2c2ccc(OC)c(OC)c2)cc1 (centres undefined)	-1	19	i	1	1	-13	-5	-3	-3
O=C(Nc1nc2c(s1)CCCC2)C1COc2ccccc2O1 (centres undefined)	-5	15	i	-1	0	1	7	-1	3
Cc1ccccc1-n1c(-c2ccoc2C)n[nH]c1=S	5	6	i	-2	0	2	-4	1	-4
CCCCC[C@H]1CN(Cc2ccccc2)C(=O)[C@@H]1CC(=O)NCc1ccc(OC)cc1	0	5	i	-6	-2	-7	0	-8	19
O=C1NC(Cc2c[nH]c3ccccc23)C(=O)N1Cc1ccc(CN2C(=O)NC(Cc3c[nH]c4ccccc34)C2=O)cc1 (centres undefined)	7	3	i	-11	2	1	-2	-6	10
CC(=O)CCn1cnc([N+](=O)[O-])n1	-2	-5	i	3	-2	13	10	-2	-15
Cc1ccc(NC(=O)c2ccc(CSc3nnc(C)s3)cc2)cc1	-2	-8	i	-8	-2	-1	2	-7	0
COc1ccc(-c2nc3ccccc3s2)cc1O	-3	7	nt	-7	1	6	14	-3	2
COc1cc(NC(=O)C/C(C)=N/NC(=O)C2CCCCC2)c(OC)cc1Cl	-1	-3	i	-9	-2	-1	-2	7	-2
O=C(O)c1cn(-c2ccccc2)c(=O)c2ccccc12	-4	6	i	3	-4	-5	17	3	-8
C[N+]1=C(/C=C/Nc2ccccc2Cl)C(C)(C)c2ccccc21	-4	-118	i	-13	-1	52*	53	-14	-39
CCOCC(=O)Nc1cc(-c2cn3cccnc3n2)ccc1C	-3	13	nt	10	4	0	1	-4	-5
COc1ccc(-c2oc3ccccc3c(=O)c2OC(=O)c2ccc(C)cc2)cc1	-14	-5	i	-2	2	5	-3	-7	23
COC(=O)c1ccccc1NC(=O)n1cc(C)cn1	2	0	i	0	3	-3	1	-9	-4
COc1ccc(C(=O)NC2CCN(C(=S)Nc3cc(C)cc(C)c3)CC2)cc1	2	-98	i	8	3	1	12	10	-3
CCC(Oc1ccccc1)C(=O)N1CCN(c2ccccn2)CC1 (centres undefined)	-5	-2	i	1	-1	-6	1	-1	-1
COCCNC(=O)c1ccc(-c2csc(C)n2)cc1	-2	-1	i	0	1	1	-1	4	0
CCc1nnc(NS(=O)(=O)c2ccc(NC(=O)/C=C/c3ccccc3Cl)cc2)s1	-3	-10	i	-34	1	7	2	3	4
CN(C)CCCNc1nc2cc(-c3ccn[nH]3)sc2c(=O)n1C	-1	11	i	-4	-4	2	17	2	-4
CC1CCN(c2ccc3nnc(CCC(=O)Nc4cc(F)ccc4F)n3n2)CC1	-2	-2	i	11	-3	1	1	-11	4
COc1cccc(C2C(C#N)=C(N)N(c3ncn[nH]3)C3=C2C(=O)CCC3)c1 (centres undefined)	-2	1	i	-6	3	6	5	-7	-19
COC(=O)c1sc2ncn(CC(=O)NCCc3ccc(OC)c(OC)c3)c(=O)c2c1C	-15	-2	i	-13	2	2	-5	3	-7
N#Cc1ccccc1OCC(=O)Nc1cc(S(=O)(=O)N2CCCCC2)ccc1N1CCOCC1	-6	-5	i	-2	1	-3	5	-3	49
COc1ccc(CCN2CC(C(=O)NCC(=O)Nc3ccc(F)c(F)c3)CC2=O)cc1OC (centres undefined)	-11	-10	i	8	2	-3	6	-2	-3
Cc1c(CCC(=O)O)c(=O)oc2cc(OCc3cccc(F)c3)ccc12	-3	8	nt	2	-3	1	6	-6	12
Cc1ccccc1NC(=O)CSc1nnc2ccc(-c3cccnc3)nn12	-6	6	i	-5	-2	0	-19	-6	-1
CCCCNC(=S)N(C)N=C1CCC(c2ccccc2)CC1 (centres undefined)	0	-138	i	0	1	-1	1	-7	13
CN(C)CCCN(C(=O)c1ccc(C(=O)c2ccccc2)cc1)c1nc2cc3c(cc2s1)OCCO3	-1	-10	i	0	-1	-4	7	2	21
CCOC(=O)N1CCC(NC(=O)CCc2c(C)nc3ncnn3c2C)CC1	-1	10	i	-2	-3	1	7	-8	-6
O=C(NCCN1CCN(Cc2ccccc2)CC1)C1CC(=O)N(C2CCCC2)C1 (centres undefined)	-5	-17	i	-10	-2	2	0	5	-7
O=C(Cn1cnc(S(=O)(=O)N2CCCC2)c1)Nc1cccc(Br)c1	-3	3	i	14	-3	1	-9	2	-5
Cc1cccn2c(NC(=O)c3cccs3)c(-c3ccccc3)nc12	-3	-12	i	-3	0	-1	4	5	-6
NS(=O)(=O)c1ccc(NC(=O)c2ccc(S(=O)(=O)N3CCc4ccccc43)cc2)cc1	-3	-12	i	-9	0	-1	-8	-2	20
CCOC(=O)C1=C[C@@H](CC)N(S(=O)(=O)c2ccc(C)cc2)[C@H]1c1cccc(Cl)c1	-2	7	i	1	1	1	9	-3	30

Complete entries, looked up by structure:
CCOC(=O)N1CCC(NC(=O)CCc2c(C)nc3ncnn3c2C)CC1 is listed with bovine MsrA act = -1; MLLE-PAM2 inh = 10; Neddylation inh = i; CendR NRP1 mod = -2; Rin1-Abl PPI inh = -3; MT1-MMP act inh = 1; SKN-1 block = 7; eLon inh = -8; FAS-TE inh = -6
COc1cccc(C2C(C#N)=C(N)N(c3ncn[nH]3)C3=C2C(=O)CCC3)c1 (centres undefined) is listed with bovine MsrA act = -2; MLLE-PAM2 inh = 1; Neddylation inh = i; CendR NRP1 mod = -6; Rin1-Abl PPI inh = 3; MT1-MMP act inh = 6; SKN-1 block = 5; eLon inh = -7; FAS-TE inh = -19
O=C(NCCN1CCN(Cc2ccccc2)CC1)C1CC(=O)N(C2CCCC2)C1 (centres undefined) is listed with bovine MsrA act = -5; MLLE-PAM2 inh = -17; Neddylation inh = i; CendR NRP1 mod = -10; Rin1-Abl PPI inh = -2; MT1-MMP act inh = 2; SKN-1 block = 0; eLon inh = 5; FAS-TE inh = -7

New compounds follow:
SMILES	bovine MsrA act	MLLE-PAM2 inh	Neddylation inh	CendR NRP1 mod	Rin1-Abl PPI inh	MT1-MMP act inh	SKN-1 block	eLon inh	FAS-TE inh
CCOC(=O)N1CCN(C(=O)CSCC(=O)Nc2nc(-c3cccs3)cs2)CC1	-3	7	i	-6	-3	-2	-2	-9	-2
COC(=O)C1(C(=O)OC)C[C@H](/C=C/c2ccccc2)N(Cc2ccccc2OC)[C@@H]1c1cccc(Br)c1	nt	nt	i	-55	nt	-4	2	nt	nt
COc1cccc(NC(=S)NC2CC(C)(C)NC(C)(C)C2)c1	-5	17	i	-10	1	-5	0	-2	-6
COc1ccccc1N1CCN(CC(=O)c2c(N)n(C)c(=O)n(C)c2=O)CC1	-10	-4	i	9	3	0	-4	7	-5
COc1ccc([C@@H]2[C@H]3CN(C(C)=O)CC=C3C(C#N)=C(N)C2(C#N)C#N)c2ccccc12	-5	-2	i	-17	-3	-6	-1	-14	6
O=C(O)c1ccc(NC(=S)NC(=O)c2cncc(Br)c2)cc1	1	23	i	14	0	-4	12	-2	-8
Cn1c(=O)[nH]c(=O)c2c1nc(SCC(=O)O)n2CCCc1ccccc1	-9	18	i	-14	0	3	-20	-4	-4
O=C(NNC(=O)c1ccccc1Cl)c1ccc2c(c1)OCCO2	-4	-10	i	3	3	2	-7	3	-4
COc1ccccc1C1N(c2ccc(Cl)cc2)C(=O)C2CCCN21 (centres undefined)	-1	-16	i	-31	1	1	22	-13	-10
Cc1nc(-c2cccc(S(=O)(=O)N3CCCCCC3)c2)cs1	0	4	i	-3	3	1	-36	3	13
CN(C(=O)COC(=O)CN1C(=O)C2CC=CCC2C1=O)c1ccccc1 (centres undefined)	-2	4	i	-6	-2	5	17	5	-6
CSc1ccc(NC(=O)NCc2cccnc2)cc1	-6	6	i	6	3	1	1	4	-6
CN(C)S(=O)(=O)CC12CCC(CC1=O)C2(C)C (centres undefined)	-4	7	i	-9	1	-1	9	-6	-7
COCc1cc(C)n(CC(=O)NCC2CCCO2)c(=O)c1C#N (centres undefined)	0	1	i	14	2	1	-1	-1	-5
C=CC1=CCN(S(=O)C(C)(C)C)[C@@H]1CCO (some centres undefined)	-2	5	i	-11	-4	-1	8	5	-5
C[C@H]1CN([C@@H](C)CO)C(=O)CCCn2cc(nn2)CO[C@@H]1CN(C)S(=O)(=O)c1ccc(-n2cccn2)cc1	-2	15	i	6	5	-1	3	7	-6
COc1ccc(Nc2nnc(-c3ccc(O)cc3)c3ccccc23)cc1	-16	0	i	18	1	5	-7	-12	-1
O=C(Nc1cccc(O)c1)c1c(O)c2ccccc2[nH]c1=O	-3	8	nt	8	3	2	-12	-7	14
C[C@@H]1CN(S(=O)(=O)c2ccc3c(c2)OCCO3)CCN1S(=O)(=O)c1c(F)cccc1F	-1	7	i	16	4	4	7	5	27
Cc1nc2cc(-c3sccc3-n3cccc3)nn2c(C)c1C	-11	1	i	-8	-8	-5	7	-13	18
O=C(Cn1cc(C(=O)C2CCCCC2)c2ccccc21)NCC1CCCO1 (centres undefined)	-2	1	i	-2	-1	4	10	3	-4
COc1cccc(OCc2cc(C(=O)N3CCN(C(=O)c4ccco4)CC3)no2)c1	-3	-1	i	8	1	3	13	-5	-4
COc1ccc(-c2cc(C(=O)N3CCN(c4ccc(F)cc4)CC3)no2)cc1OC	-3	2	i	0	3	6	-12	10	17
O=C1C2=C(SCCS2)C(=O)N1CCCO	-3	58*	i	2	-5	-5	-3	41*	-7
Cn1c2ccccc2c2cc(C(=O)NNS(=O)(=O)c3ccc(F)cc3)sc21	-6	-8	i	-3	4	-6	-2	-12	6
CC(=O)N(C1=C(Cl)C(=O)c2ccccc2C1=O)c1ccc(C(=O)O)cc1	-6	37	i	7	6	-147	9	0	35
CS(=O)(=O)c1ccc2nc(NC(=O)c3ccccc3)sc2c1	0	-2	i	6	-1	3	8	0	-4
Cc1ccc(OCC(=O)NCc2cccs2)cc1	-4	5	i	5	-1	1	11	1	-6
O=C1Nc2ccccc2C1(O)C/C(=N/O)c1ccccc1 (centres undefined)	-3	17	i	-4	-5	0	1	9	-6
CCOC(=O)C1=C(N)N2C(=O)CSC2=C(C(=O)OC)C1	1	8	i	-26	0	-2	-8	5	-5
COc1ccc(Cl)cc1N(CC(=O)N/N=C/c1ccc(OC(C)C)cc1)S(=O)(=O)c1ccc(C)c([N+](=O)[O-])c1	-2	5	i	-3	3	6	5	8	50
COC(=O)CSc1nnc(CCc2ccccc2)n1C	-2	10	i	2	1	0	-3	-1	-4
Cc1cccc(-n2c(=O)c3c(n4cnnc24)-c2ccccc2CC32CCCCC2)c1	-2	15	i	-9	-2	-5	7	-7	4
COC(=O)[C@@]1(Cc2ccccc2)[C@H]2C(=O)N(Cc3ccccc3)C(=O)[C@H]2[C@H]2CN=C(SCC(=O)c3ccccc3)N21	-2	19	i	8	-2	0	9	-2	24

Rows were taken by chance; any-hit rate near 4%.
